# Bioassay records: PubChem, several laboratories
# Rv3671c protease – inhibits the M. tuberculosis serine protease Rv3671c; P9WHR9; inhibition, % at 5.96 µM; 0.048% of 320,000 active; AID 2606; in the data active = inhibition above about 38%;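 note: extracellular domain of Rv3671c used as enzyme; 0% = enzyme with DMSO and 100% = no enzyme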
# MazF activator – MazEF (E. coli) toxin RNase activation. FAM/BHQ RNA-DNA oligo cleavage fluorescence, 5 h. 0.32% of 350,000 active. activation, % at 20 µM. AID 504720. P0AE70; in the data active = activation above about 50%
# CCHFV vOTU inh – CCHFV vOTU protease inhibition. 0.55% of 370,000 active. inhibition, % at 11.5 µM. Pep-AMC fluorescence; in the data active = inhibition above about 30%; note: 0% = vehicle wells with enzyme and 100% = no enzyme wells
# BoNT A protease – BoNT A light chain protease inhibition; multiplex microsphere protease substrate cleavage, flow cytometry; inhibition, % at 10 µM; 0.17% of 360,000 active; AID 588499; note: plate controls were buffer without enzyme for full effect and enzyme alone for no effect
# SARS 3CLpro inh – SARS-CoV 3CLpro protease inhibition; recombinant SARS-CoV 3CLpro, quenched FRET peptide cleavage; inhibition, % at 6 µM; AID 1706; P0C6X7; 0.14% of 290,000 active; in the data active = inhibition above about 12%
# Anthrax LF inh2 – blocks Bacillus anthracis lethal factor protease; P15917; multiplex microsphere protease cleavage assay, LF; inhibition, % at 10 µM; 0.12% of 360,000 active; AID 588501; note: plate controls were buffer without enzyme for full effect and enzyme alone for no effect
# Target sequence (P15917 whole entry, looked up): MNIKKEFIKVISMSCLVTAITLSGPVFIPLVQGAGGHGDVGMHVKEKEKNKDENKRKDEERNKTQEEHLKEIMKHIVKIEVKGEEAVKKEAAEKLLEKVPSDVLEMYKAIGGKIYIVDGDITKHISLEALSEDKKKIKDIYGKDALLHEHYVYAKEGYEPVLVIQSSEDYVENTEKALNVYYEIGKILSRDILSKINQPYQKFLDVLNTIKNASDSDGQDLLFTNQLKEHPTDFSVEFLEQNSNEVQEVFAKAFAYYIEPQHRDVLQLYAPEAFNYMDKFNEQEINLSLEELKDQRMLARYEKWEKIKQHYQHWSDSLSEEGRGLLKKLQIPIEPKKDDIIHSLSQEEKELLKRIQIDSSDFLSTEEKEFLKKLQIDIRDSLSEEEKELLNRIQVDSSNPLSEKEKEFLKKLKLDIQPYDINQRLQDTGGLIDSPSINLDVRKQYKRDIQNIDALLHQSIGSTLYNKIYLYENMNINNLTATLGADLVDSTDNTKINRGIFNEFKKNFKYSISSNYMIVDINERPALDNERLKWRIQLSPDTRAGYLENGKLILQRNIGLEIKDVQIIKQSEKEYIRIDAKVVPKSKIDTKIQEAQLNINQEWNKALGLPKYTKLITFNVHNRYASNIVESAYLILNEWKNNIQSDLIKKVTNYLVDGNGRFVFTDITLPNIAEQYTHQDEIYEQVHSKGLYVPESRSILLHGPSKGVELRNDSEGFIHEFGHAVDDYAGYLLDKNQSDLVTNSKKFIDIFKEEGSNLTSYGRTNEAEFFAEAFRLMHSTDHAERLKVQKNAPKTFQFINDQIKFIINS
# PrPC surface inh – reduces human prion protein on the cell surface; P04156; AID 720596; inhibition, % at 13.8 µM; cell surface PrPC, TR-FRET read-out; 0.43% of 370,000 active; in the data active = inhibition above about 24%; note: 0% = median of the test wells and 100% = reference compound wells
# DUSP3 inh – blocks human VHR1 dual specificity phosphatase. P51452. recombinant VHR phosphatase, pNPP absorbance. inhibition, % at 13.3 µM. 0.52% of 290,000 active; in the data active = inhibition above about 50%; note: some compounds called inactive have numbers as strong as hits
# Target sequence (P51452 whole entry, looked up): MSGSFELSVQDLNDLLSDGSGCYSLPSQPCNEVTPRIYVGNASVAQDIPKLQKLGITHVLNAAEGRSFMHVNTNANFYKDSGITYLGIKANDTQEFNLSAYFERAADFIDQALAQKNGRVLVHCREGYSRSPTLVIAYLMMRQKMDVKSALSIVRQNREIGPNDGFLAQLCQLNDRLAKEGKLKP
# BoNT-F LC inh – BoNT F light chain protease inhibition; Multiplex microsphere protease cleavage assay, flow cytometry; inhibition, % at 10 µM; 0.22% of 360,000 active; AID 588497; in the data active = inhibition above about 35%, passing the limit was not always enough; inconclusive = no clear call, values can overlap the other calls; note: plate controls were buffer without enzyme for full effect and enzyme alone for no effect
# SSB-PriA inh – inhibitors of Klebsiella pneumoniae PriA binding to SSB C-terminal tail | inhibition, % at 33 µM | 0.6% of 430,000 active | AlphaScreen SSBct-PriA binding, biotinylated peptide; in the data active = inhibition mostly above about 37%, no sharp cut-off; inactive = mostly below about 20%;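 note: plate controls were negative control peptide for no effect and reference peptide for full effect; strong numbers were not always called active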
# * hit, by the source's call; ? = inconclusive; / = not tested or not shown. Cut-off read from the data, not from the text of the source, unless noted: active = inhibition above about 30%; inconclusive = no clear call, values can overlap the other calls; inactive = below that. An excerpt (hit frequency here may not be typical).
# The opening 3 compounds, to show the layout:
1: COc1ccc(CN2C(=O)C(CC(=O)NCc3ccco3)CC(C(=O)N(C)C)=C2C)cc1 (configuration not stated)
2: Fc1ccc(C(c2ccc(F)cc2)N2CCN(C/C=C/c3ccccc3)CC2)cc1
3: CCCCOc1ccc(-c2cc(C(F)(F)F)c(C#N)c(SCC(=O)O)n2)cc1

screen / no.,1,2,3
Rv3671c protease,/,1,-8
MazF activator,8,3,-62
CCHFV vOTU inh,0,2,-9
BoNT A protease,0.2,-0.3,1.4
SARS 3CLpro inh,/,-2,8
Anthrax LF inh2,0,-4,0
PrPC surface inh,-1,-5,0
DUSP3 inh,/,-7,20
BoNT-F LC inh,1,-13,0
SSB-PriA inh,/,24,-24

# The listing, from the first entry:
1: COc1ccc(CN2C(=O)C(CC(=O)NCc3ccco3)CC(C(=O)N(C)C)=C2C)cc1 (configuration not stated)
2: Fc1ccc(C(c2ccc(F)cc2)N2CCN(C/C=C/c3ccccc3)CC2)cc1
3: CCCCOc1ccc(-c2cc(C(F)(F)F)c(C#N)c(SCC(=O)O)n2)cc1
4: COC(=O)c1cccc(NCN2C(=O)c3ccccc3C2=O)c1
5: CCOc1ccc(C(CC(=O)O)NC(=O)C(c2ccccc2)c2ccccc2)cc1OC (configuration not stated)
6: CC(=O)Nc1ccc(/C(C)=N/Nc2nc(Nc3cccc4ccccc34)nc(N3CCOCC3)n2)cc1
7: Oc1ccc(-c2nc3ccc4ccccc4c3c3c2CCC3)cc1O
8: Cc1ccc(C(=O)Nc2nnc(-c3ccco3)o2)cc1

screen / no.,1,2,3,4,5,6,7,8
Rv3671c protease,/,1,-8,2,-5,-1,-50,11
MazF activator,8,3,-62,0,4,-7,-2,-6
CCHFV vOTU inh,0,2,-9,-4,5,7,0,-13
BoNT A protease,0.2,-0.3,1.4,1.2,0.6,0.1,-0.1,-1.0
SARS 3CLpro inh,/,-2,8,3,/,5,3,2
Anthrax LF inh2,0,-4,0,0,-1,-2,-2,-1
PrPC surface inh,-1,-5,0,-1,3,-5,22,-6
DUSP3 inh,/,-7,20,29,/,45,-4,-1
BoNT-F LC inh,1,-13,0,15,-2,-2,-5,5
SSB-PriA inh,/,24,-24,-4,0,/,12,1

9: O=C(CCCC(=O)N(CC(=O)NC1CCCCC1)Cc1ccccc1)Nc1ccccn1
10: O=C(Nc1nc(-c2ccccc2)cs1)C1c2ccccc2Oc2ccccc21
11: O=C(/C=C/c1ccc(S(=O)(=O)N2CCOCC2)cc1)NCc1ccc(Cl)cc1
12: Cc1cc(=O)oc2c(C)c(OCC(=O)NCc3ccccn3)ccc12
13: O=C(Nc1ccc(Br)cn1)c1cccc(S(=O)(=O)N2CCCC2)c1
14: CCCn1c(O)c(N=NC(=O)CNC(=O)/C=C/c2ccc(OC)cc2)c2ccccc21
15: CCn1c(SCc2ccc(OC)c(F)c2)nc2ccccc2c1=O
16: COc1ccc(-c2onc(C)c2-c2cnn(-c3ccccc3)c2)c(O)c1

screen / no.,9,10,11,12,13,14,15,16
Rv3671c protease,5,-14,-4,11,5,-14,2,-5
MazF activator,-1,-38,-7,14,6,3,-5,3
CCHFV vOTU inh,-5,-3,0,0,10,21,6,11
BoNT A protease,-1.0,-0.4,0.3,-0.2,-0.1,1.8,0.3,-0.4
SARS 3CLpro inh,4,2,4,2,/,4,1,6
Anthrax LF inh2,-4,-8,-3,2,-9,-3,-1,-1
PrPC surface inh,2,12,-2,-5,-3,-5,0,-6
DUSP3 inh,25,2,-6,-3,/,12,5,-13
BoNT-F LC inh,11,0,-4,3,-3,3,4,-4
SSB-PriA inh,-13,13,-5,-6,-8,-7,-38,-1

17: O=C(Nc1ccc(N2C(=O)C3CCCCC3C2=O)cc1Cl)c1cccs1 (configuration not stated)
18: COc1ccc(C(NC(=O)C2CCN(CCCOc3ccccc3)CC2)c2cccs2)cc1 (configuration not stated)
19: C=C(Cl)COc1ccc2c(CC)cc(=O)oc2c1
20: CCCCCN(C(=O)COC(=O)CSc1ccc([N+](=O)[O-])cc1)c1c(N)n(CCCC)c(=O)[nH]c1=O
21: O=C(CCCSc1nc2ccccc2[nH]1)NCc1ccc(Cl)cc1
22: COc1ccc(CCNS(=O)(=O)c2cccc(S(=O)(=O)N3CCCC3)c2)cc1OC
23: COC(=O)c1cccc(NC(=O)CSc2ncn[nH]2)c1
24: CCN(CC)/C(=N\S(=O)(=O)c1ccccc1C)c1ccccc1

screen / no.,17,18,19,20,21,22,23,24
Rv3671c protease,-10,/,-1,3,-11,/,-5,-11
MazF activator,1,/,-8,3,-2,-4,6,13
CCHFV vOTU inh,-1,16,-16,17,-8,-2,6,4
BoNT A protease,-0.5,-0.1,-2.0,-1.1,-0.1,0.2,-0.6,-2.3
SARS 3CLpro inh,1,/,-1,/,2,6,0,-4
Anthrax LF inh2,-1,-5,-1,1,0,-1,1,-4
PrPC surface inh,-3,-29,10,6,2,10,-2,2
DUSP3 inh,34,/,12,/,-5,13,5,7
BoNT-F LC inh,-6,1,-16,-2,-4,-6,1,0
SSB-PriA inh,3,/,-19,13,0,-1,-13,/

25: CC(C)c1c(O)nc(SCCN(C)C)[nH]c1=O
26: Cc1c(C(=O)OCc2nnc(-c3ccccc3)o2)oc2ccccc12
27: Cn1cccc1Cc1nnc(SCC(=O)Nc2ccc3c(c2)OCO3)n1CCc1ccccc1
28: O=C1OC(OC(=O)c2ccccc2Br)C(N2CCOCC2)=C1Cl (configuration not stated)
29: CN1CCN(CC(O)COc2ccccc2)CC1 (configuration not stated)
30: CCCCNC(=O)c1nc(C2CCN(S(=O)(=O)c3ccc(F)c(F)c3)CC2)oc1-c1cccc(C(F)(F)F)c1
31: Cc1ccccc1C(=O)OCC(=O)N(C)c1ccccc1
32: CCOc1ccccc1N(C)C(=O)CCS(=O)(=O)c1ccc2c(c1)NC(=O)CO2

screen / no.,25,26,27,28,29,30,31,32
Rv3671c protease,12,-6,8,8,4,/,7,-2
MazF activator,6,3,-2,-6,6,/,-1,11
CCHFV vOTU inh,-6,8,4,-11,-11,0,10,6
BoNT A protease,-0.9,-0.3,-0.4,0.3,-1.6,-1.0,0.7,0.8
SARS 3CLpro inh,-8,/,7,8,-1,/,2,-4
Anthrax LF inh2,?,-5,7,-6,-13,-3,3,0
PrPC surface inh,0,3,7,2,1,9,7,-7
DUSP3 inh,32,/,-1,10,20,/,25,-3
BoNT-F LC inh,0,-14,1,-5,14,-6,1,1
SSB-PriA inh,-13,-2,18,-2,-2,/,-7,3

33: CCOc1cccc(C(=O)Nc2ccc(NC(=O)c3cc4ccccc4o3)c(OC)c2)c1
34: CC1CN(S(=O)(=O)c2cccc(C(=O)OCC(=O)c3cccs3)c2)CC(C)O1 (configuration not stated)
35: CC(C)C(=O)NNC(=O)C1CC1(c1ccccc1)c1ccccc1 (configuration not stated)
36: CSc1nc2c(c(=O)[nH]c(=O)n2C)n1Cc1ccccc1Cl
37: COC(=O)c1ccccc1NC(=O)Nc1cccs1
38: Cc1ccc2[nH]c(=O)c(CN(Cc3ccccc3)Cc3nnnn3C3CCCC3)cc2c1
39: CC(C)(C)OC(=O)N1CCC(C(=O)N[C@H](C(=O)O)c2ccccc2)(c2ccccc2)CC1
40: CCCn1nc(C(=O)OCC(=O)Nc2cccc(OC)c2)c2ccccc2c1=O

screen / no.,33,34,35,36,37,38,39,40
Rv3671c protease,-3,-5,1,10,-17,10,-8,1
MazF activator,11,5,11,9,0,-2,-2,4
CCHFV vOTU inh,2,-7,-12,-2,1,-5,5,14
BoNT A protease,-3.2,0.7,4.7,-2.8,0.8,-1.9,-2.9,-0.6
SARS 3CLpro inh,-7,-1,5,5,-3,-1,-6,2
Anthrax LF inh2,-9,-5,8,23,-1,-3,1,-5
PrPC surface inh,-1,-5,3,0,3,-8,7,-3
DUSP3 inh,-3,17,38,40,18,-4,16,21
BoNT-F LC inh,?,5,-4,?,12,-16,-4,-14
SSB-PriA inh,-18,1,2,-1,3,4,-5,-14

41: C/C=C(\C)CN1CCCC(N(C)CCc2ccc(OC)c(OC)c2)C1 (configuration not stated)
42: COc1ccc(CCN(C)C(=O)CSc2nnnn2C)cc1OC
43: COc1ccccc1C1CC(=O)NC(C)=C1C(=O)OCC1CCCO1 (configuration not stated)
44: COc1ccccc1OCCNC(=O)C1CC(=O)N(Cc2ccc(C)cc2)C1 (configuration not stated)
45: Cc1ccc(NC(=O)CSc2nnc(-c3ccncc3)n2C)cc1C
46: Cc1ccc2c(c1)CCCN2CC(=O)Nc1cc(S(=O)(=O)N2CCCC2)ccc1Cl
47: CCN(CC)CCCNC(=O)CCC(=O)Nc1ccc2nc(N3CCC(C)CC3)cc(C)c2c1
48: CC(=O)NCCNC(=O)CCNC(=O)c1ccc(Cl)cc1

screen / no.,41,42,43,44,45,46,47,48
Rv3671c protease,0,-1,-1,-5,1,-4,-3,1
MazF activator,11,4,8,-17,1,-18,7,-7
CCHFV vOTU inh,1,1,-7,-7,-1,12,-58,9
BoNT A protease,-1.0,0.0,0.2,-1.0,?,/,0.5,0.8
SARS 3CLpro inh,0,3,-6,/,5,/,0,0
Anthrax LF inh2,6,-4,0,0,-3,/,-2,-1
PrPC surface inh,-7,3,-2,6,-3,-5,-7,0
DUSP3 inh,6,12,35,/,-1,/,4,26
BoNT-F LC inh,-11,-4,-5,2,-6,/,-3,-26
SSB-PriA inh,-6,-7,-7,13,-9,10,11,-17

# Entries 40–45, quoted:
40: CCCn1nc(C(=O)OCC(=O)Nc2cccc(OC)c2)c2ccccc2c1=O
41: C/C=C(\C)CN1CCCC(N(C)CCc2ccc(OC)c(OC)c2)C1 (configuration not stated)
42: COc1ccc(CCN(C)C(=O)CSc2nnnn2C)cc1OC
43: COc1ccccc1C1CC(=O)NC(C)=C1C(=O)OCC1CCCO1 (configuration not stated)
44: COc1ccccc1OCCNC(=O)C1CC(=O)N(Cc2ccc(C)cc2)C1 (configuration not stated)
45: Cc1ccc(NC(=O)CSc2nnc(-c3ccncc3)n2C)cc1C

screen / no.,40,41,42,43,44,45
Rv3671c protease,1,0,-1,-1,-5,1
MazF activator,4,11,4,8,-17,1
CCHFV vOTU inh,14,1,1,-7,-7,-1
BoNT A protease,-0.6,-1.0,0.0,0.2,-1.0,?
SARS 3CLpro inh,2,0,3,-6,/,5
Anthrax LF inh2,-5,6,-4,0,0,-3
PrPC surface inh,-3,-7,3,-2,6,-3
DUSP3 inh,21,6,12,35,/,-1
BoNT-F LC inh,-14,-11,-4,-5,2,-6
SSB-PriA inh,-14,-6,-7,-7,13,-9

# The list goes on.
49: CC(C)(C)NC(=O)CN(C(=O)C(=O)Nc1ccc2c(c1)OCCO2)C1CC1
50: Cc1ccccc1NS(=O)(=O)c1ccc(Cl)cc1
51: COc1ccc(-c2oc(NC(=O)CSc3nncn3C)c(C#N)c2-c2ccc(OC)cc2)cc1
52: Cc1cc(C)c(OCCOCCN2CCCC2)c(C)c1
53: CSCCC(NC(N)=O)C(=O)Nc1ccc(F)c(Cl)c1 (configuration not stated)
54: O=C(CN1C(=O)NC(c2ccccc2)(c2ccccc2)C1=O)NC1CCCC1
55: Cc1ccc(C(=O)NNC(=O)COc2ccc(Cl)cc2C)o1
56: NNc1ccc(Cl)nn1

screen / no.,49,50,51,52,53,54,55,56
Rv3671c protease,7,-4,-3,11,0,-12,-6,-10
MazF activator,2,-6,-17,2,6,2,2,6
CCHFV vOTU inh,-3,13,2,-3,3,9,-3,2
BoNT A protease,2.5,0.4,-0.4,0.9,-3.3,/,1.7,0.3
SARS 3CLpro inh,-5,-2,2,/,5,/,/,2
Anthrax LF inh2,-4,-4,-6,4,7,/,3,-7
PrPC surface inh,-5,-4,-8,-4,10,7,0,8
DUSP3 inh,28,9,-10,/,0,/,/,6
BoNT-F LC inh,4,-2,-24,5,-5,/,-4,7
SSB-PriA inh,7,-28,7,-10,-2,-3,1,18
